# USP1-UAF1 inh = Inhibitors of USP1/UAF1: Primary Screen; Ubiquitin carboxyl-terminal hydrolase 1 (Homo sapiens), O94782; recombinant USP1/UAF1, Ub-Rhodamine cleavage fluorescence; Potency, µM (titrated, usually from 57.1 µM), for the others: top-dose activity change, negative = inhibition, most hits filed as inhibitors; 0.23% of 390,000 active; AID 743255, 2014; further: potency means the concentration at half of the fitted maximal effect; on the % scale 0 is the no-effect control and ±100 the full control effect; nearly all actives have a fitted effect of over 60% in size; inactives centre near -12
#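 1 nM enzyme complex + cpd, 15 min RT; start with Ub-Rho 150nM final; kinetic fluorescence ex 480/em 540, 6 reads q60 s. Buffer 50mM HEPES pH 7.8, 0.5mM EDTA, 0.1 mg/ml BSA, 1mM TCEP, 0.01% Tween-20.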
# Pin1 inhibitor = qHTS Assay to Find Inhibitors of Pin1. Peptidyl-prolyl cis-trans isomerase NIMA-interacting 1 (Homo sapiens), Q13526. Pin1 FP peptide displacement, HiFluor488, 10 min. Potency, µM (top dose mostly 115 µM), for inactives: at the highest dose activity, negative = inhibition, hits mostly inhibitors. 0.009% of 390,000 active. AID 504891, 2011; active means well fitted inhibition curve with a large enough effect in the polarisation, with a control signal flat, not every such curve was filed as active; inconclusive means small, poorly fitted or top-dose-only effect, or effect the other way, or a change in a side signal; inactive means no such curve, though single readings can be large or run the other way; the % refers to the polarisation; further: potency means the concentration at half of the fitted maximal effect; on the % scale 0 is the no-effect control and ±100 the full control effect
# Target sequence (Q13526 whole entry, looked up): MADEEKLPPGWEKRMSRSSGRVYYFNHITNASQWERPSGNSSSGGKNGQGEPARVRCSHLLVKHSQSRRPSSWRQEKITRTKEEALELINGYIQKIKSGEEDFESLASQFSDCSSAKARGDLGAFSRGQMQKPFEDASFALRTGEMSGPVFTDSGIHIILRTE
# D2 antag = HTS Assay for Allosteric Antagonists of the Human D2 Dopamine Receptor: Primary Screen for Antagonists | inhibition, % at 10 µM | 2% of 340,000 active | HEK293 TREx D2 cells, calcium flux, dopamine EC80 | D(2) dopamine receptor (Homo sapiens), P14416 | AID 485344, 2010; in the data active means inhibition above about 30%; further: 0% is about no effect
#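 Tetracycline-induced HEK293 T-REx cells expressing D2 force-coupled to calcium signalling were dye-loaded, exposed to compound for 180 s, then challenged with an EC80 of dopamine; calcium flux was followed kinetically for a further 180 s.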
# TrxR1 inh = qHTS Assay for Inhibitors of Mammalian Selenoprotein Thioredoxin Reductase 1 (TrxR1): qHTS; AID 588453, 2011; recombinant rTrxR1, NADPH fluorescence consumption, selenite substrate; Thioredoxin reductase 1, cytoplasmic (Rattus norvegicus), O89049; 1% of 390,000 active; Potency, µM (top dose mostly 114 µM), for inactives: top-dose activity change, negative = inhibition, most hits filed as inhibitors; further: potency means the concentration at half of the fitted maximal effect; on the % scale 0 is the no-effect control and ±100 the full control effect; nearly all actives have a fitted effect of over 65% in size
#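 Rat TrxR1 (90 nM in the dispensed reagent) was pre-reduced with 400 uM NADPH for 5 min at room temperature, then incubated with compound for 15 min. After 400 uM selenite was added, NADPH fluorescence (Ex 340/Em 450 nm) was followed for 8 min.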
# D2 ag = HTS Assay for Allosteric Agonists of the Human D2 Dopamine Receptor: Primary Screen for Agonists; D(2) dopamine receptor (Homo sapiens), P14416; HEK293 T-REx D2 cells, calcium flux agonist mode; activation, % at 2 µM; 0.53% of 340,000 active; AID 485358, 2010;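 active means activation over 3 SD above normal in the single-dose calcium agonist read, cut at about 30% in these data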; further: 0% is about no effect
#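 Agonism is scored from calcium flux in a force-coupled, inducible HEK293 cell line expressing D2, read kinetically for 180 s after compound addition against dopamine controls.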
# TrxR1 substrate = qHTS Assay for Substrates of Mammalian Selenoprotein Thioredoxin Reductase 1 (TrxR1): qHTS; Thioredoxin reductase 1, cytoplasmic (Rattus norvegicus), O89049; purified TrxR1 substrate turnover, NADPH consumption readout; Potency, µM (top dose mostly 114 µM), for the others: top-dose activity change, negative = substrate turnover; 0.01% of 390,000 active; AID 588456, 2011; further: potency means the concentration at half of the fitted maximal effect; on the % scale 0 is the no-effect control and ±100 the full control effect; nearly all actives have a fitted effect of over 50% in size
#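 Rat TrxR1, dispensed at 90 nM, was prereduced with 400 uM NADPH (final) for 5 min at ~22 deg C, then incubated with compound 15 min before 400 uM selenite. A first-read NADPH fluorescence drop versus no-compound background flagged substrates.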
# TRHR enhancer = qHTS for Small Molecule Agonists and Allosteric Enhancers of Human TRH Receptor: Primary Screen for Enhancers | 0.66% of 360,000 active | TRHR cells, fluo-8 calcium fluorescence, EC20 TRH enhancement | Thyrotropin-releasing hormone receptor (Homo sapiens), P34981 | AID 493056, 2011 | enhancement, % at 2 µM; in the data active means enhancement above about 30%; further: 0% is about no effect
# Target sequence (P34981 whole entry, looked up): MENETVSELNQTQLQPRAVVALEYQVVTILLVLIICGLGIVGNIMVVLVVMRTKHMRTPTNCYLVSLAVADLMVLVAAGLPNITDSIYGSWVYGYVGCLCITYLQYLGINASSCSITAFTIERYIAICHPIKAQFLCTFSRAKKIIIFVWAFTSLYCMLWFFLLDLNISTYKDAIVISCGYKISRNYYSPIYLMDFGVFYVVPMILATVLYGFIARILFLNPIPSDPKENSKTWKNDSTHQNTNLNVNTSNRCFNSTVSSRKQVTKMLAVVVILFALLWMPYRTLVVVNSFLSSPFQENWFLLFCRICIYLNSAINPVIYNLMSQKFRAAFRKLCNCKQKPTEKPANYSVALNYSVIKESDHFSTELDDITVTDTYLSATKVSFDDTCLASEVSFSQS
#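 Enhancer read-out: after compound pinning and an initial kinetic agonist-mode read, an EC20 of TRH (10 nM final) was injected and fluo-8 calcium signal (Ex 480/Em 530) followed at 1 s/cycle for 100 cycles in TRHR-expressing cells.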
# TRHR agonist = qHTS for Small Molecule Agonists and Allosteric Enhancers of Human TRH Receptor: Primary Screen for Agonists; AID 493084, 2011; Thyrotropin-releasing hormone receptor (Homo sapiens), P34981; 0.18% of 360,000 active; activation, % at 2 µM; TRHR cells, calcium flux fluo-8, FDSS agonist mode; in the data active means activation above about 30%; further: 0% is about no effect
#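 In this calcium-flux screen, cells bearing human TRHR are dye-loaded with fluo-8, baselined for 10 cycles, then exposed to library compounds; positive kinetic calcium responses during the agonist phase mark hits, with TRH as control.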
# mIDH1 inhibitor = qHTS for Inhibitors of mutant isocitrate dehydrogenase 1 (IDH1): qHTS; Isocitrate dehydrogenase [NADP] cytoplasmic (Homo sapiens), O75874; IDH1-R132H enzyme, NADPH consumption, diaphorase/resazurin fluorescence; Potency, µM (series often up to 76.6 µM), inactives show top-dose activity change, negative = inhibition, actives largely listed as inhibitors; 0.093% of 390,000 active; further: potency means the concentration at half of the fitted maximal effect; on the % scale 0 is the no-effect control and ±100 the full control effect; nearly all actives have a fitted effect of over 65% in size
# Target sequence (O75874 whole entry R132H, stated change not applied): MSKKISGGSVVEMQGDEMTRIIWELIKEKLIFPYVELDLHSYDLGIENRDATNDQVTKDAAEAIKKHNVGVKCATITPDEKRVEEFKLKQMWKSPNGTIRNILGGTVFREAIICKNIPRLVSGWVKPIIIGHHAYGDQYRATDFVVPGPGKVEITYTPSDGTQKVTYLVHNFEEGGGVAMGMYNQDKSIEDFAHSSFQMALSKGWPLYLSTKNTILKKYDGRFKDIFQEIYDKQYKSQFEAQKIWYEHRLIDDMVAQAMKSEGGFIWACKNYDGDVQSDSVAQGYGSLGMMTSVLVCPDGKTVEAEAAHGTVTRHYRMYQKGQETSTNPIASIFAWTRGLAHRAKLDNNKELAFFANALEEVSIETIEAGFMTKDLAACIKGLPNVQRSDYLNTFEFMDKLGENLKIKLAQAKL
#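 IDH1-R132H (0.5 ug/mL) preincubated 30 min with compound, then NADPH (0.016 mM) and alpha-KG (2 mM) added; 80 min at RT, pH 7.5. Remaining NADPH coupled via diaphorase/resazurin to fluorescence (540/590 nm); concentration-response curves normalized to no-enzyme control.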
# The depositor's hits bear a star; u = inconclusive; x = no result given; & = joins results of further samples; [ ] = remark or other dose. Unless noted, the call rests on the fitted dose curve; in most records, active means well fitted inhibition curve with a large enough effect; inconclusive means small, poorly fitted or top-dose-only effect; inactive means no such curve, though single readings can be large or run the other way. Some of the compounds tested; the hit share may differ from the screen's.
# The line under a structure holds: USP1-UAF1 inh, Pin1 inhibitor, D2 antag, TrxR1 inh, D2 ag, TrxR1 substrate, TRHR enhancer, TRHR agonist, mIDH1 inhibitor
O=C(CC(c1ccccc1)c1ccccc1O)N1CCCCC1 (stereo not given)
    -11%, -9%, -1, 32%, 0.0, 8%, 8, -0.1, -11%
CCOC(=O)c1ccccc1N1C(=O)C2Sc3[nH]c(=O)sc3C(/C=C/c3ccccc3)C2C1=O (stereo not given)
    -24%, u, -3, -36%, 0.4, -18%, -4, 2.3, -3%
Cc1c(C(=O)Nc2nc(-c3ccc(F)cc3)ns2)oc2ccc(Cl)cc12
    u, 1%, x, 21%, 1.0, -2%, 7, 2.0, -15%
CCn1c(C)nnc1SCC(=O)Nc1cccc(Cl)c1
    -10%, 19%, -6, 10%, -2.2, -3%, 2, -0.1, 0%
O=C(CN1C(=O)C(=O)N(Cc2ccccc2)C1=O)Nc1ccc(OC(F)F)cc1
    -15%, 3%, -2, -16%, -0.3, -7%, 1, 0.4, -7%
CCOc1ccccc1C(=O)OCC(=O)Nc1cccc(S(=O)(=O)NC2=NCCCCC2)c1
    -15%, 1%, x, 12%, x, 4%, x, x, 4%
Nc1nc2c(F)cccc2s1
    -21%, 1%, -21, 8%, -0.1, -1%, 8, 0.4, 5%
COc1ccc(/C(C)=C(\C#N)C(=O)OC(C)C)cc1OC
    -11%, 4%, -8, 5%, 1.3, 3%, -6, -0.1, 4%
CC1CCCN(C(=O)c2ccc(CNc3c(N4CCCCC4)c(=O)c3=O)cc2)C1 (stereo not given)
    -11%, -6%, 6, 4%, 0.0, -3%, 10, -0.6, -5%
Fc1ccccc1OCc1nc(-c2ccc(-n3cccc3)cc2)no1
    u, 11%, x, -2%, 0.6, -2%, 8, 2.4, x
Cc1ccc(-n2ncc3c(N4CCC(C)CC4)ncnc32)cc1C
    -11%, -1%, x, 18%[57.1 µM], 0.1, 2%[57.1 µM], -4, -0.2, -6%
N#Cc1cc([N+](=O)[O-])ccc1NC(=O)COC(=O)C1CCC(=O)N1 (stereo not given)
    -21%, -5%, x, 5%[11.4 µM], x, 9%[11.4 µM], x, x, -1%
CCOC(=O)/C=C1\Nc2ccccc2OC1=O
    -19%, -2%, 1, u, 0.4, -8%, 1, 0.1, -2%
CN(CC(=O)NC(=O)NCc1ccccc1)Cc1ccc(Cl)c(Cl)c1
    -20%, 15%, -7, -6%, 0.8, -11%, 2, 0.5, 5%
O=C(c1nc2ccccn2c1CN1CCCC(O)C1)N1CCN(C2CCCCC2)CC1 (stereo not given)
    -6%, -20%, 7, -16%, 0.0, -9%, -5, 1.3, -9%
O=C(N/N=C1\CCSc2ccc(F)cc21)c1cccnc1
    -22%, 0%, -16, 3%, -0.2, 0%, 5, 0.2, 2%
CC(=O)N1CCCc2cc(S(=O)(=O)N3CCCC(C(=O)NCc4ccccc4Cl)C3)ccc21 (stereo not given)
    -16%&-17%, 11%&-6%, -7, 18%, 0.0&-0.1, 3%, -5&-1, 0.6&-0.8, -7%&-1%
CCCCCn1c(SCCc2ccccc2)nc2c1c(=O)[nH]c(=O)n2C
    -14%, -2%, 12, 13%[57.1 µM], -0.4, 10%[57.1 µM], -16, -1.4, 5%
CCOc1ccc(S(=O)(=O)N(CC(=O)NCc2cccnc2)c2ccc(F)cc2)cc1
    0%, -2%, -8, 25%, 0.6, -5%[0.0914 µM], 0, 0.4, 2%
CCOc1ccc(S(=O)(=O)N2CCN(C(=S)NCc3ccco3)CC2)cc1
    -4%, 21%, -11, 4%, -0.5, -1%, 5, -0.8, 9%
CNC(=O)NC(=O)COC(=O)CCCOc1ccc(OC)cc1
    2%, 4%, -17, -2%, 0.0, 1%, 9, 0.2, 7%
CN1CCN(S(=O)(=O)c2cccc(C(=O)Nc3ccc(Br)cc3Br)c2)CC1
    -15%, -6%, x, -6%, x, -11%, x, x, -8%
Cc1cc(F)ccc1NS(=O)(=O)c1c(C(=O)N2CCOCC2)c(C)n(C)c1C
    -10%, -14%, 0, 12%, -0.1, 0%, -3, -0.4, -8%
CCOc1ccc(C(=O)/C=C/Nc2ccc(S(=O)(=O)N=C(N)N)cc2)cc1
    -20%, 13%, 0, -12%, 2.0, -3%, -3, 0.3, 0%
Cc1cccc(N(CC(N)=O)C2SC(=O)N(Cc3cccc(C(=O)O)c3)C2=O)c1 (stereo not given)
    -5%, -3%, x, -14%, 0.8, 2%, 0, 1.0, 0%
COc1ccc(CNC(=O)CCCn2nc([N+](=O)[O-])cc2C)cc1
    -9%, -5%, 7, 13%, 0.2, 1%, -2, 0.5, -7%
COc1ccc(CNS(=O)(=O)c2c(C(=O)N3CCCCCC3)c(C)n(C)c2C)cc1
    -21%, -1%, 8, 12%, -0.3, 4%, -5, -0.2, -1%
CCCOCc1ccc(O)c2ncccc12
    -8%, -7%, -11, 16%, 1.0, 4%, 8, 0.7, -3%
COc1ccc(NC(=O)COC(=O)CNS(=O)(=O)/C=C/c2ccccc2)cc1OC
    -7%, -2%, 30, 32%, 0.2, 1%, -12, 0.0, -3%
CCC(C)(C)n1nnnc1C(c1ccccn1)N1CCCCC1 (stereo not given)
    -12%, -2%, 52*, 11%[57.1 µM], 0.4, 16%[57.1 µM], -2, 0.3, 7%

# Following part:
# The line under a structure holds: USP1-UAF1 inh, Pin1 inhibitor, D2 antag, TrxR1 inh, D2 ag, TrxR1 substrate, TRHR enhancer, TRHR agonist, mIDH1 inhibitor
CCN(CC)S(=O)(=O)c1ccc2c(c1)N(CC(=O)Nc1c(C)cc(C)cc1C)C(=O)C1CCCN21 (stereo not given)
    -15%, 11%, x, 18%[57.1 µM], -0.6, 7%[57.1 µM], -5, -0.2, -2%
Cc1ccc2oc(NC(=O)N3CCOCC3)cc(=O)c2c1
    -4%, 1%, -11, 11%[57.1 µM], 1.2, 7%[57.1 µM], 16, 0.2, -4%
Cc1ccc(S(=O)(=O)/N=C(\Nc2cc(C)on2)c2ccc(Cl)cc2)cc1
    -20%, -1%, 3, -4%[57.1 µM], 3.2, 4%[57.1 µM], 4, -0.3, 4%
Cc1ccc(S(=O)(=O)N2CCN(C(=O)CCOc3ccccc3C)CC2)cc1C
    -5%, -2%, -9, -7%, -0.7, -11%, -4, -0.6, 3%
CC(CC(=O)O)CC1=NS(=O)(=O)c2ccccc2N1 (stereo not given)
    -1%, -1%, -12, -12%, 0.5, -8%, -2, 0.7, 2%
COc1ccc2c(C)c(CC(=O)N3CCN(C(=O)C4COc5ccccc5O4)CC3)c(=O)oc2c1C (stereo not given)
    -11%, 17%, 6, 12%[57.1 µM], -1.5, 132%[activator][57.1 µM], -5, -0.6, 0%
CCCCc1nc(NCCO)c(C#N)c2c1CCCC2
    -13%, -5%, 48*, 6%, 2.1, 0%, 1, 0.6, -9%
CCOC(=O)c1c(C)oc2c1cc(O)c1ccccc12
    -1%, 1%, 0, 13%[57.1 µM], 0.2, 12%[57.1 µM], -1, -0.5, -1%
NC(=O)c1c(NC(=O)CN2CCCC2)sc2c1CCCC2
    -8%, 4%, 0, -42%, 0.1, 0%[57.1 µM], 2, -0.5, -2%
CCn1cc(S(=O)(=O)c2ccc(OC)cc2)c(=O)c2cc(OC)ccc21
    -26%, -2%, 8, 22%, 0.0, 12%, -2, 0.1, 1%
O=C(NCc1ccc2c(c1)OCO2)c1cc2ccccc2o1
    -2%, 0%, 12, 10%, 1.0, 6%, 0, -0.6, 2%
Cc1ccc2onc(CC(=O)N3CCN(c4ccccc4)CC3)c2c1
    -9%, 6%, x, -2%, 0.7, -10%, -4, 0.3, 8%
CN1CCc2c(sc(N)c2C(=O)c2ccc(Cl)cc2)C1
    u, u, -10, -6%, 0.9, -3%, -7, 1.9, 0%
O=C(CN1C(=O)NC(Cc2c[nH]c3ccccc23)C1=O)Nc1ccc(F)cc1F (stereo not given)
    -2%, 9%, x, -2%[57.1 µM], x, -9%, x, x, 0%
CC(C)CC1=C/C(=C/c2ccc(-c3ccccc3)o2)C(=O)O1
    u, u, -6, u, 2.0, 72%[activator], 0, 1.9, -11%
COC(=O)c1ccc(NC(=S)NCCc2cccc(C)c2)cc1
    -10%, -3%, -3, -1%, 4.1, 2%, -14, 1.0, -4%
S=C(NNc1ccnc2cc(Cl)ccc12)Nc1ccc(Cl)cc1Cl
    -27%, 11%, 2, 5%, 1.1, -9%, 6, -0.1, -4%
CC(=O)Oc1ccc(/C=N/NS(=O)(=O)c2ccccc2)cc1
    -12%, -8%, 6, -1%[57.1 µM], 0.5, -1%[57.1 µM], -9, 0.8, 0%
CN(C(=O)COC(=O)C1COc2ccccc2O1)C1(C#N)CCCCC1 (stereo not given)
    -6%, 6%, -4, -9%, 0.4, -10%, 5, 0.3, -18%
COc1ccc(CN(CC(=O)NCc2ccccc2)C(=O)CCC(=O)Nc2nccs2)cc1
    -13%, -2%, -23, 12%, -1.2, 0%, 8, -0.5, 10%

# From PubChem
